High-throughput results deposited in PubChem BioAssay by Johns Hopkins Ion Channel Center.
CHT inh = inhibitors of human choline transporter CHT. High affinity choline transporter 1 (Homo sapiens), Q9GZV3. CHT-expressing cells, membrane potential dye, choline response; hits give low values. B-score at 10 µM. 0.86% of 310,000 active. AID 488975, 2010;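 active = B-score over 3 SD under the library average, and starting fluorescence ratio not unusually high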;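 note: choline stimulus applied at its EC90 after an EC20 pre-addition; B-score computed on integrated fluorescence ratio after choline addition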
Target sequence (Q9GZV3 whole entry, looked up): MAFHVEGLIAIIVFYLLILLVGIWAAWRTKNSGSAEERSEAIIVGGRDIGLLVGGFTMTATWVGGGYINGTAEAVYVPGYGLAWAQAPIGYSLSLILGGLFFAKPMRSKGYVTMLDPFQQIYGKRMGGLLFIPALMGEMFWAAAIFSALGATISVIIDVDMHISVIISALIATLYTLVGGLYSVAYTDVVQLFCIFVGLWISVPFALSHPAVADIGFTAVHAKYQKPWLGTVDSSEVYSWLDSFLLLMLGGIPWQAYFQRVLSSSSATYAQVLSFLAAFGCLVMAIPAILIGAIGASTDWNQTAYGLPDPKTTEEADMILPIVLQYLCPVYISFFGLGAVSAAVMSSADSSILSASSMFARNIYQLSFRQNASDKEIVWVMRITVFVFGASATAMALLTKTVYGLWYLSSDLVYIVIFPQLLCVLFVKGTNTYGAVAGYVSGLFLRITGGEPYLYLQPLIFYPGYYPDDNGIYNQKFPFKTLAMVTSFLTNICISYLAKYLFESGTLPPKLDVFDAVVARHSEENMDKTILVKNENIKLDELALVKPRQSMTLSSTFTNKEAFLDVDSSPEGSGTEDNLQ
CHT allo act = CHT positive allosteric modulators, primary screen, cell-based, membrane potential dye, choline EC20; High affinity choline transporter 1 (Homo sapiens), Q9GZV3; CHT-expressing cells; hits give high values; LV-AA mutant CHT in HEK293 cells; B-score at 10 µM; 0.49% of 310,000 active;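 active = initial fluorescence not abnormally high and integrated response B-score, plate-corrected, over 3 SD above library mean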
An asterisk follows results filed as active; i = inactive.

Screens in order – CHT inh, CHT allo act
Cc1ccc(C(=O)CCC(=O)OCC(=O)Nc2c(C)nn(-c3ccccc3)c2C)cc1
  i, i
COC(=O)c1sc2ccccc2c1-n1cccc1C(=O)C(=O)Nc1ccccc1
  i, i
CCNc1nc(OC)nc(Oc2ccc(=O)n(-c3ccccc3)n2)n1
  i, i
CCOc1ccccc1N(C)S(=O)(=O)c1ccc2c(c1)CC(C)N2C(=O)C1CC1 (centres undefined)
  i, i
COc1ccc(C2C(C#N)=C(N)OC3=C2C(=O)CC(C)(C)C3)cc1Cn1nc(C)c([N+](=O)[O-])c1C (centres undefined)
  i, i
CN(C)S(=O)(=O)c1cccc(NC(=O)c2ccc(S(=O)(=O)N3CCCCC3)cc2)c1
  i, i
COc1ccc(NC(=O)C2=C(C)NC(=O)NC2c2cccc(OC)c2OC)c(OC)c1 (centres undefined)
  i, i
CCOC(=O)CN1C(=O)S/C(=C\c2ccc(-c3ccc(C(=O)O)c(Cl)c3)o2)C1=O
  i, i
CCOc1ccc(C(CCc2ccccc2)NC(=O)c2ccccc2F)cc1OCC (centres undefined)
  i, i
Cc1c(C)c2ccc(OC3CCCCC3=O)cc2oc1=O (centres undefined)
  i, i
CCc1cc(/C(Cc2csc(C)n2)=N/O)c(O)cc1O
  i, i
Cc1ccc(-c2cc3nc(-c4ccc(Br)cc4)cc(N)n3n2)cc1
  i, i
COc1ccc(NC(=O)Cn2nnc(C(=O)NCCc3ccccc3)c2N)cc1
  i, i
COc1cc(S(=O)(=O)NCCCN2CCOCC2)ccc1Cl
  i, i
C=C(C)CSc1nnc([C@@H]2CCCN2)o1
  i, i
Cc1ccsc1C1C(C#N)=C(N)Oc2n[nH]c(C)c21 (centres undefined)
  i, i
O=P(O)(O)C(O)C(F)(F)C(F)(F)C(F)(F)C(F)F (centres undefined)
  i, i
O=C(OCn1ncc(Cl)c(Cl)c1=O)c1cccc(C(F)(F)F)c1
  i, i
O=C(Nc1cccc(Cl)c1)N1CCN2C(=O)c3ccccc3C12c1ccccc1 (centres undefined)
  i, i
COc1cc(C2c3c(oc4ccccc4c3=O)C(=O)N2c2ccc(C)cn2)ccc1O (centres undefined)
  i, i
COc1ccc(OC)c(S(=O)(=O)Nc2cc(C(=O)O)ccc2N2CC3CC(C2)c2cccc(=O)n2C3)c1 (centres undefined)
  i, i
CC(=O)N1CSCC1C(=O)NNS(=O)(=O)c1ccccc1 (centres undefined)
  i, i
CCC1CCCCN1S(=O)(=O)c1ccc(-n2cnnn2)c(C)c1 (centres undefined)
  i, i
CCC(CO)NC(=O)c1cc2c(s1)CCC2 (centres undefined)
  i, i
CC(C)c1ccc(N(C(=O)c2csnn2)C(C(=O)NC2CCCC2)c2cccnc2)cc1 (centres undefined)
  i, i
O=C(c1ccc(S(=O)(=O)N2CCOCC2)cc1)N1CCN(c2ccc(F)cc2)CC1
  i, i
Cc1ccc(N=Cc2c(O)c3ccccc3oc2=O)c(C)c1
  i, i
Cc1ccc(C)c(NC(=O)COc2cccc3c2CCN(Cc2ccccc2)C3=O)c1
  i, i
COC(=O)C(CCSC)NC(=O)Cn1ncc2c(=O)oc3ccccc3c21 (centres undefined)
  i, i
CC(=O)Oc1ccc(C(=O)Nc2ccccc2NC(=O)c2ccc(OC(C)=O)cc2)cc1
  i, i

Two of the compounds above, as tab-separated lines:
Compound	CHT inh	CHT allo act
O=C(Nc1cccc(Cl)c1)N1CCN2C(=O)c3ccccc3C12c1ccccc1 (centres undefined)	i	i
CCC(CO)NC(=O)c1cc2c(s1)CCC2 (centres undefined)	i	i

(further entries)
Screens in order – CHT inh, CHT allo act
COc1ccc(CNS(=O)(=O)NCc2ccccc2F)cc1
  i, i
CN(/N=C/c1ccc(C(C)(C)C)cc1)C1=NCCN1
  i, i
C=CCn1c(O)c(N=Nc2ccccc2)c2ccccc21
  i, i
COc1ccc(C)cc1NC(=O)C1CCCCC1C(=O)O (centres undefined)
  i, i
S=c1[nH]ncn1/N=C/c1ccc(Br)cc1
  i, i
O=C(NC12CC3CC(CC(C3)C1)C2)c1ccc(Br)o1
  i, i
CN(CCc1ccccn1)C(=O)CCC1CCCN(C(=O)c2c3c(nn2C)CCCC3)C1 (centres undefined)
  i, i
COc1cc(C=C2C(=O)OC(c3ccccc3)OC2=O)cc(Br)c1O (centres undefined)
  i, i
O=[N+]([O-])c1ccc(NC(=S)N/C(=N/CS(=O)(=O)c2ccccc2)c2ccccc2)cc1
  i, i
COc1ccc(CN2CCC(n3nccc3NC(=O)c3cccc(F)c3)CC2)cc1O
  i, i
Cc1ccc(S(=O)(=O)Nc2ccc3oc(=O)sc3c2)c(C)c1
  i, i
CC(Oc1ccccc1F)c1ccnc2nc(/N=C/N(C)C)nn12 (centres undefined)
  i, i
O=C(NC1CCN(C(=O)Nc2ccc(F)cc2)CC1)c1ccccc1F
  i, i
O=C(NCc1ccc2c(c1)OCO2)c1cc2ccccc2oc1=O
  i, i
Cc1c(NC(=O)c2cccc(F)c2)c(=O)n(-c2ccccc2)n1C
  i, i
O=C(CCCn1c(SCC(=O)c2ccc(Cl)cc2)nc2ccccc2c1=O)NCc1ccco1
  i, i
CCn1c(=O)c(=O)n(CC)c2cc(S(=O)(=O)Nc3cccc(OC)c3)ccc21
  i, i
COc1cccc(-n2c(COc3ccccc3C)nnc2SCC(=O)O)c1
  i, i
OC(COc1ccc2c(c1)CCC2)Cn1cnc2ccccc21 (centres undefined)
  i, i
O=S(=O)(/N=C(/Nc1ccccn1)c1ccccc1)c1ccc(F)cc1
  i, i

Random excerpt: 4 records from the list
Screens in order – CHT inh, CHT allo act
O=C(NCc1ccc2c(c1)OCO2)c1cc2ccccc2oc1=O
  i, i
OC(COc1ccc2c(c1)CCC2)Cn1cnc2ccccc21 (centres undefined)
  i, i
COc1cccc(-n2c(COc3ccccc3C)nnc2SCC(=O)O)c1
  i, i
CCn1c(=O)c(=O)n(CC)c2cc(S(=O)(=O)Nc3cccc(OC)c3)ccc21
  i, i

The results go on:
Screens in order – CHT inh, CHT allo act
COc1ccc(NC(=O)CN2CCCCCC2)cc1OC
  i, i
O=C(Nc1cccnc1)C1(F)C(F)(F)C(F)(F)C(F)(F)C(F)(F)C1(F)F
  i, i
O=[N+]([O-])c1ccc(S(=O)(=O)NCC(c2cccnc2)N2CCOCC2)cc1 (centres undefined)
  i, i
CN(CCNC(=O)C1CCC(=O)N(Cc2ccc(Cl)cc2)C1)CCc1ccccc1 (centres undefined)
  i, i
COCCNC(=O)CN(C)S(=O)(=O)c1ccc(Br)cc1
  i, i
CC(=O)Oc1ccc(C(=O)Nc2ccccc2C(=O)Nc2ccc(C(=O)O)cc2)cc1
  i, i
O=C(O)CSc1nc(SCc2ccccc2Cl)nc2c1CCCC2
  i, i
COC(=O)c1cccc(NC(=O)NC23CC4CC(CC(C4)C2)C3)c1
  i, i
CC(C)(C)CN1CCC(Oc2cccc(C(=O)NCCCOc3cccnc3)c2)CC1
  i, i
O=C(C1CCCO1)N1CCN(C(=S)NC2CC2)CC1 (centres undefined)
  i, i
CN1CCN(C(=S)c2ccc(OCC(=O)Nc3cccc(C(F)(F)F)c3)cc2)CC1
  -6.2*, i
COc1ccc(C(=O)c2cc([N+](=O)[O-])ccc2N2CCN(C)CC2)cc1
  -6.9*, i
COc1cccc(OC)c1NC(=O)C1CCCN1C(=O)Nc1cccc(Cl)c1 (centres undefined)
  i, i
Cc1c(NC(=O)c2cc3ccccc3c(=O)s2)c(=O)n(-c2ccccc2)n1C
  i, i
CCN1CCN(C(=O)/C=C/c2ccc(C)cc2)CC1
  i, i
C[n+]1cc[nH]c1SCC(=O)c1ccccc1
  i, i
CCOC(=O)c1cc(-c2ccc(C)cc2)n(CCC(=O)NC(C)CC)c1C (centres undefined)
  i, i
COc1cccc2cc(C(=O)NC3CC(C)(C)NC(C)(C)C3)c(=O)oc12
  i, i
COc1ccc(-c2nc(N)ncc2Oc2ccccc2Br)c(O)c1
  i, i
Cc1cc(C)n(/N=C/c2c[nH]c3ccccc23)c(=O)c1C#N
  i, i
CC(=O)Nc1cccc(OCc2c(F)cccc2Cl)c1
  i, i
CS(=O)(=O)Nc1ccc(C(=O)NCc2ccc3c(c2)OCO3)cc1
  i, i
COC(=O)C1=C(C)N(Cc2ccccc2)C(=O)N[C@H]1c1ccccc1
  i, i
Cc1ccc(Nc2ccc(S(=O)(=O)N3CCOCC3)cc2[N+](=O)[O-])c(C)c1
  i, i
COc1ccccc1CN1CC(C(=O)N(C)CCc2nc3ccc(F)cc3[nH]2)CCC1=O (centres undefined)
  i, i
CC[C@H](C)[C@@H](CN[C@H](C)CNC)NCCC(c1ccccc1)c1ccccc1
  i, i
O=c1[nH]c2ccccc2nc1C(Nc1ccccc1)c1ccccc1 (centres undefined)
  i, i
CCOC(=O)c1c(NC(C)=O)sc2c1CCN(Cc1ccccc1)C2
  i, 6.4*
CC(OC(=O)C1CCN(c2ccc(C(F)(F)F)cn2)CC1)C(=O)c1ccccc1 (centres undefined)
  i, i
O=C(O)c1ccc2[nH]c3c(c2c1)CSCC3
  i, i
O=C(c1ccc(F)cc1)C1CCN(C(=O)NCc2ccccc2)CC1
  i, i
CN(C)CCNC(=O)c1ccc2c(c1)NC(=O)c1ccccc1S2
  i, i
Cc1ccc(NS(=O)(=O)c2ccc(NC(=O)c3cccc(NC(=O)C(C)C)c3)cc2)cc1
  i, i
COc1ccc(CNC(=O)COC(=O)CCc2c[nH]c3ccccc23)cc1
  i, i
Cn1c(NC(=O)c2ccccc2)nc2ccccc21
  i, i
CC(=O)Nc1ccc(N2C(=O)C3C4CC(=O)C(c5ccccc54)C3C2=O)cc1 (centres undefined)
  i, i
CCS(=O)(=O)N1Cc2ccccc2CC1C(=O)Nc1ccc(F)c(F)c1F (centres undefined)
  i, i
CC1CC(C)CN(C(=O)CCNC(=O)Cn2cnc3ccccc3c2=O)C1 (centres undefined)
  i, i
CC(=O)NNC(=O)c1sc(=S)n(C)c1C
  i, i
COCCNC(=O)C(C)N(c1ccc(OC)cc1)S(C)(=O)=O (centres undefined)
  i, i
COc1ccccc1NC(=S)NC1CCCCCCCCCCC1
  i, i
Cc1ccc(-n2nc(C)cc2NC(=O)c2ccc(C)s2)cc1
  i, i
O=[N+]([O-])c1ccccc1S(=O)(=O)N1CCCC(C(F)(F)F)C1 (centres undefined)
  i, i
O=C(CN1CCNCC1)Nc1ccc(Oc2ccccc2)cc1
  i, i
CN(C)CCCN(C(=O)c1ccc(S(=O)(=O)N2CCOCC2)cc1)c1nc2cc3c(cc2s1)OCO3
  i, i
CCOc1ccc(N2CC(C(=O)Nc3ccc(S(=O)(=O)N4CCOCC4)cc3)CC2=O)cc1 (centres undefined)
  i, i
CCOc1cccc2sc(N(CCN(CC)CC)C(=O)c3ccc(S(=O)(=O)N4CCCC4)cc3)nc12
  i, i
Cc1cc(C)n(CCCN2CCC(C(=O)Nc3cccc(-c4cccc(F)c4)c3)CC2)n1
  i, i
COc1ccc2[nH]c(=O)c(CN(C(=O)c3ccncc3)C(C)C)cc2c1
  i, i
CC(C)(C)NCC(=O)c1c[nH]c2ccccc12
  i, i

Continued:
Screens in order – CHT inh, CHT allo act
CC[C@H]1OC(=O)[C@H](C)[C@@H](O[C@H]2C[C@@](C)(OC)[C@@H](O)[C@H](C)O2)[C@H](C)[C@@H](O[C@@H]2O[C@H](C)C[C@H](N(C)C)[C@H]2O)[C@](C)(O)C[C@@H](C)C(=NOCOCCOC)[C@H](C)[C@@H](O)[C@]1(C)O
  i, i
COC(=O)c1c(NC(=O)CSc2nnnn2-c2ccc3c(c2)OCO3)sc(C)c1C
  i, i
CCN(CC)S(=O)(=O)c1ccc(OC)c(NC(=O)C(C)Oc2ccc3c(C)cc(=O)oc3c2)c1 (centres undefined)
  i, i
CCOC(=O)N1CCN(CCc2ccccc2)CC1
  i, i
Cc1nnc(N2CCCC(C(=O)NCc3ccccc3F)C2)c2nn(-c3ccccc3)c(C)c12 (centres undefined)
  i, i
COc1ccccc1N/C(N)=N/c1nc(C(F)(F)F)cc(=O)[nH]1
  i, i
CCN(CC)S(=O)(=O)c1cccc(C(=O)NCCCN2CCOCC2)c1
  i, i
O=c1c2ccccc2nnn1CSc1nnc(-c2cccnc2)n1-c1ccccc1F
  i, i
CCCCn1nnnc1NCc1cc(OC)c(OC)c(OC)c1
  i, i
CCOc1ccc(-n2c(=S)sc3c(=O)[nH]c(SCC(=O)NCc4ccco4)nc32)cc1
  i, i

Single records, as listed above:
Cc1nnc(N2CCCC(C(=O)NCc3ccccc3F)C2)c2nn(-c3ccccc3)c(C)c12 (centres undefined) is listed as CHT inh = i; CHT allo act = i
O=c1c2ccccc2nnn1CSc1nnc(-c2cccnc2)n1-c1ccccc1F is listed as CHT inh = i; CHT allo act = i

Next entries:
Screens in order – CHT inh, CHT allo act
CC(NC(=O)C1CCCN(C(=O)N(C)C)C1)c1ccccc1 (centres undefined)
  i, i
CCC(Sc1nc(N)c(NC(=O)c2ccc(Br)o2)c(=O)[nH]1)C(=O)O (centres undefined)
  i, i
O=Nc1c(-c2c(O)[nH]c3cc(Br)ccc23)[nH]c2ccccc12
  i, i
COc1ccc(/C=C2\SC(=S)N(CCC(=O)NCCCn3ccnc3)C2=O)cc1
  i, i
CC1(C)CC(=O)C2=C(C1)N1C(=C(C#N)C2c2ccccc2Cl)N=C(N)c2ccccc21 (centres undefined)
  i, i
Cc1cccc(N)c1SC1CCCCC1O (centres undefined)
  i, i
